# GSK3B inh = human GSK3beta kinase inhibitors, primary screen, biochemical, cell-free homogeneous, HTS; 300,000 compounds, 0.038% hits; AID 2097, 2009; Glycogen synthase kinase-3 beta (Homo sapiens), P49841; activity score (negative = inhibition), % at 10 µM; GST-GSK3beta kinase, ADP-Glo luminescence, 60 min; stronger effect = lower value;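 active means more than half of replicate wells score below -50%, meaning over 50% inhibition versus plate controls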;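 further: 0% = median DMSO wells and -100% = median GW8510 positive control wells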
#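 Test system: GST-tagged human GSK3beta kinase, cell-free; evaluation: activity score scaled between in-plate DMSO and GW8510 controls; measured by: ADP-Glo luminescence; incubation: 60 min reaction, RT; benchmarks: DMSO and 20 µM GW8510; reagent: peptide substrate plus 25 µM ATP (final); medium: Tris/MgCl2 kinase buffer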
# AI-2 QS modul = Vibrio harveyi AI-2 quorum sensing modulators, primary screen, JMH597 strain, luminescence/OD600 ratio | Vibrio harveyi JMH597 AI-2 luminescence/OD600 ratio, 9 h; stronger effect = lower value; strain lacks LuxN and CqsS sensors; 0 = neutral-control median | activity change, % at 7.5 µM | 300,000 compounds, 0.4% hits | AID 2094, 2009; in the data active means activity change below about -75%, passing the limit was not always enough;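 further: luminescence divided by OD600 gain over 9 h not by final OD600 alone; inactives centre near 13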
# HSF1 inhib = HSF1 inhibitors in luciferase reporter cells, primary screen, cell-based, NIH3T3, luminescence; NIH3T3-HGL HSE-luciferase, MG132-induced, luminescence 8 h; stronger effect = lower value; activity change, negative = inhibition, % at 7.5 µM (by protocol); 300,000 compounds, 0.77% hits; AID 2098, 2009;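 active means more than half of replicate wells show activity change below -50%, luminescence cut by over half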;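 further: luciferase reports HSF-1 transcriptional activity via heat shock element; 0% = median of DMSO wells and -100% = zero luminescence signal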
# HSP90 refold inh = HSP90 inhibitors, primary screen, cell lysate, luminescence. Heat shock protein HSP 90 (rabbit reticulocyte lysate; luciferase refolding). Rabbit reticulocyte lysate, luciferase refolding luminescence, 3 h. inhibition, % at 5.6 µM. 290,000 compounds, 0.91% hits;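 active means inhibition above the screen-wide mean plus 3 SD, computed separately per campaign, cut at about 16% in these data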;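 further: 0% = DMSO wells and 100% = 60 µM geldanamycin wells; inhibitors lower the luminescence because luciferase stays unfolded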
# GSK3A inh = blockers of GSK3A enzyme activity – biochemical, luminescence, cell-free homogeneous, HTS, primary screen; Glycogen synthase kinase-3 alpha (Homo sapiens), P49840; GSK-3 alpha kinase, ADP-Glo luminescence, 60 min; inhibition, % at 10 µM; 320,000 compounds, 0.1% hits;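 in the data active means inhibition above about 50%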;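 further: GST-tagged GSK-3 alpha with peptide substrate and 25 µM ATP; 0% = DMSO neutral wells and 100% = GW8510 positive control wells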
# DYRK1A inh = rat Dyrk1A kinase inhibitors, primary screen, biochemical, single point, plate reader; ADP-Glo luminescence, NFATc1 peptide; inhibition, % at 12.5 µM; 310,000 compounds, 0.43% hits; in the data active means inhibition above about 50%;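 further: plate controls were vehicle with enzyme for no effect and no enzyme for full effect; many of its hits are not listed in these tables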
# Platelet DG rel = inhibitors of platelet dense granule secretion, primary screen, cell-based, MLPCN, human platelets; human platelet-rich plasma, SFLLRN dense granule ATP release, luminescence; inhibition, %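 (compounds screened at 7.5 µM in platelet-rich plasma)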; 300,000 compounds, 0.22% hits; AID 1663, 2009;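 active means mean replicate score, as percent of positive control, at or above 50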
# HDAC3 inhib = HDAC3 deacetylase inhibitors, primary screen, biochemical, fluorescence, cell-free homogeneous; Histone deacetylase 3 (Homo sapiens), O15379; recombinant HDAC3, fluorogenic peptide/trypsin coupled; inhibition, % at 8.3 µM; 320,000 compounds, 0.15% hits; AID 2718, 2010; in the data active means inhibition above about 26%, passing the limit was not always enough
# Target sequence (O15379 whole entry, looked up): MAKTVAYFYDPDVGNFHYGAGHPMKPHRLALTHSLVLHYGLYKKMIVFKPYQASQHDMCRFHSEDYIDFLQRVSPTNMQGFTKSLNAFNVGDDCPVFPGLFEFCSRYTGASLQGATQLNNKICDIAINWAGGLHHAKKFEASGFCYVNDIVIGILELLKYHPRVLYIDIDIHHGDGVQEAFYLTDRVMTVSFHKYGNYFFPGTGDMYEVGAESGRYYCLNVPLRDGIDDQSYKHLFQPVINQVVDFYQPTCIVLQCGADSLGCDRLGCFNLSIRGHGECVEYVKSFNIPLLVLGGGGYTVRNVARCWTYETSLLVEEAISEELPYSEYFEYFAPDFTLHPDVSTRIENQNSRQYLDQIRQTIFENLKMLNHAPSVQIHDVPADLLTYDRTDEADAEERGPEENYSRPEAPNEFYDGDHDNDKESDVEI
# PolyA inhibitor = polyadenylation inhibitors in yeast reporter cells, primary screen, luminescence, S. cerevisiae | S. cerevisiae SKY197-pL101 polyadenylation reporter, beta-gal luminescence; efflux-impaired pdr1/pdr3 knockout yeast; score 100 = 6 SD above DMSO | calls only at 12 µM | 300,000 compounds, 0.02% hits;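 active means lowest replicate activity score at least 50, where 100 means six control SD above control mean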;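 further: yeast exposed to compound for 9 h at 30 °C; higher score means more reporter readthrough which indicates perturbed polyadenylation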
# HSF-1 act = HSF-1 activators, primary screen, NIH3T3-HGL cells, MG132 stress, luminescence, single point. NIH3T3-HGL HSF-1 luciferase reporter, 8 h; 100% = twice DMSO control signal. activation, % at 9 µM. 300,000 compounds, 1.7% hits. AID 504408, 2011;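 active means mean replicate activation of at least 50% with a set share of replicates each reaching 50%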;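 further: 0% = median of the neutral control wells and 100% = twice that signal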
# Starred values were filed as active, the others as inactive; i = inactive; / = no result given.
SMILES,GSK3B inh,AI-2 QS modul,HSF1 inhib,HSP90 refold inh,GSK3A inh,DYRK1A inh,Platelet DG rel,HDAC3 inhib,PolyA inhibitor,HSF-1 act
CC1CN(C(=O)COc2coc(CN3CCc4ccccc4C3)cc2=O)CC(C)O1 (centres undefined),5,30,-5,/,-2,-7,16,3,i,1
Cc1[nH]n(-c2ccccc2)c(=O)c1C=NCCc1ccccc1,5,-4,44,1,-2,1,-5,1,i,90*
Cc1ccc2nc(-c3ccco3)c(Nc3ccccc3)n2c1,2,20,27,1,0,2,-1,-14,i,17
COc1ccc(CNC(=O)c2c(C)oc3c2C(=O)c2ccccc2C3=O)cc1,1,12,12,3,-2,-8,10,-4,i,32
CC(NCC(O)c1ccc([N+](=O)[O-])cc1)C12CC3CC(CC(C3)C1)C2 (centres undefined),1,38,-2,5,-3,9,11,3,i,4
COC(=O)c1nc(NC(=O)C(C)(C)C)n[nH]1,-2,27,-7,0,-1,6,-1,0,i,-17
CCOc1ccc(/C=C/c2[nH]c(=O)[nH]c(=O)c2[N+](=O)[O-])cc1,-23,14,-2,0,-2,1,0,-9,i,-9
COc1ccccc1/C=C1\SC(N2CCC(C)CC2)=NC1=O,0,22,8,-1,-1,6,6,18,i,21
O=C(COCC(=O)N/N=C/c1ccccc1F)N/N=C/c1ccccc1F,0,28,-4,-6,-1,6,3,4,i,-8
NS(=O)(=O)c1ccc(NC(=S)N2CCN(c3ccccc3Cl)CC2)cc1,6,0,-8,8,-3,-5,-9,3,i,-8
COCCSc1nnc(NS(=O)(=O)c2ccc(F)cc2)s1,0,25,-1,3,-1,-3,-3,3,i,-10
O=C1c2ccccc2C(=O)N1C(CO)C(O)c1ccc([N+](=O)[O-])cc1 (centres undefined),1,14,4,1,-2,1,13,9,i,13
O=C(Cn1cnc2c(cnn2-c2ccc(Cl)cc2)c1=O)NCC1CCCO1 (centres undefined),-2,4,-7,1,0,10,-4,4,i,3
COc1ccc(C(=O)OCC(=O)Nc2nnc(-c3ccccc3)o2)cc1,0,27,8,5,8,1,-27,-2,i,28
Cc1ccc(S(=O)(=O)N2CCC(C(=O)N3Cc4ccccc4C3)CC2)cc1,1,-7,-1,0,-27,1,-3,6,i,0
COc1cc(-n2c(N)c(C(=O)NCc3ccco3)c3nc4ccccc4nc32)cc(OC)c1OC,-5,5,14,2,15,-2,3,15,i,23
COC(c1ccccc1)c1nnc(CCC(=O)N2CCN(C3CCCC3)CC2)o1 (centres undefined),2,20,-7,-2,-2,-5,-3,-10,i,0
CC(C)CN(C(=O)c1ccc(S(=O)(=O)N2CCCCC2)cc1)C1CCS(=O)(=O)C1 (centres undefined),1,29,-3,/,/,14,-2,/,i,-4
CCOC(=O)C1=C(c2ccccc2)NC(SCC(=O)NC2CCCCC2)=C(C#N)C1c1ccco1 (centres undefined),-4,12,7,0,1,0,-1,9,i,22
CN1CCc2c(sc(NC(=O)c3ccc(C(=O)c4ccccc4)cc3)c2C(N)=O)C1,-4,12,-10,3,-2,0,-9,4,i,-4

# Some of the entries above in another layout:
SMILES | GSK3B inh | AI-2 QS modul | HSF1 inhib | HSP90 refold inh | GSK3A inh | DYRK1A inh | Platelet DG rel | HDAC3 inhib | PolyA inhibitor | HSF-1 act
O=C(COCC(=O)N/N=C/c1ccccc1F)N/N=C/c1ccccc1F | 0 | 28 | -4 | -6 | -1 | 6 | 3 | 4 | i | -8
NS(=O)(=O)c1ccc(NC(=S)N2CCN(c3ccccc3Cl)CC2)cc1 | 6 | 0 | -8 | 8 | -3 | -5 | -9 | 3 | i | -8

# (more compounds)
SMILES,GSK3B inh,AI-2 QS modul,HSF1 inhib,HSP90 refold inh,GSK3A inh,DYRK1A inh,Platelet DG rel,HDAC3 inhib,PolyA inhibitor,HSF-1 act
COc1ccc(N/C=C/C(=O)C(F)(F)F)cc1,-1,14,-2,0,-1,-2,-14,1,i,4
C=CCN1C(=O)CSc2ccc(C(=O)NC(C)c3ccccc3)cc21 (centres undefined),-1,15,-2,-4,-5,0,-6,0,i,5
CCOc1ccnc2c1c(=O)n(Cc1cc(OC)cc(OC)c1)c(=O)n2C,-5,4,0,-2,6,/,-22,1,i,14
CCC(C(=O)NC1CCCCC1)n1c(SCc2ccccc2F)nc2ccncc21 (centres undefined),3,15,5,0,-1,-2,5,8,i,6
CC(C)c1[nH]nc2c1C(Cc1ccccc1)C(C#N)=C(N)O2 (centres undefined),-1,8,6,-2,2,20,3,4,i,21

# 2 compounds from above with just HSP90 refold inh:
SMILES | HSP90 refold inh
COc1ccccc1/C=C1\SC(N2CCC(C)CC2)=NC1=O | -1
C=CCN1C(=O)CSc2ccc(C(=O)NC(C)c3ccccc3)cc21 (centres undefined) | -4

# Ordered by the number under DYRK1A inh (smallest number first): some entries from above.
SMILES,GSK3B inh,AI-2 QS modul,HSF1 inhib,HSP90 refold inh,GSK3A inh,DYRK1A inh,Platelet DG rel,HDAC3 inhib,PolyA inhibitor,HSF-1 act
CCC(C(=O)NC1CCCCC1)n1c(SCc2ccccc2F)nc2ccncc21 (centres undefined),3,15,5,0,-1,-2,5,8,i,6
C=CCN1C(=O)CSc2ccc(C(=O)NC(C)c3ccccc3)cc21 (centres undefined),-1,15,-2,-4,-5,0,-6,0,i,5
CC(C)c1[nH]nc2c1C(Cc1ccccc1)C(C#N)=C(N)O2 (centres undefined),-1,8,6,-2,2,20,3,4,i,21

# From PubChem

# A portion of the library; count on the stated rates, not on these rows.
